From PubChem
SMN2 splice enh: increases expression of the SMN2 splice variant. HEK293 SMN2-luciferase splicing reporter, luminescence, 30-36 h. Potency, µM (doses to about 46.1 µM), for inactives: at the highest dose activity change, positive = activation, hits mostly activators. 210,000 compounds, 2.8% hits. AID 1458; also: % of control where 0% means no effect; nearly all actives have a fitted effect of over 55% in size
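HEK293 cells carry an SMN2 minigene-luciferase reporter in which exon 7 inclusion puts luciferase in frame. Cells were seeded at 2000 cells/well, attached for 10-12 hours, then exposed to compounds for 30-36 hours at 37C before ONE-Glo luminescence.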
KinaseGlo FLuc: counter-screen: inhibitors of Kinase-Glo firefly luciferase. Kinase-Glo luciferase, ATP luminescence, 8 min. 200,000 compounds, 0.28% hits. Potency, µM (series often up to 38.3 µM), without a hit: at the highest dose activity change, negative = inhibition, most hits filed as inhibitors. Q27757; also: % is scaled to controls: 0 for no effect and ±100 for the full control effect; nearly all actives have a fitted effect of over 60% in size
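Light output from Kinase-Glo luciferase with luciferin and 10 uM ATP in 50 mM imidazole pH 7.2, KCl, MgCl2, Tween 20, BSA; compound pin-delivered, 8-min ambient incubation, then luminescence read.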
IMPase Li cell: membrane-permeable IMPase blocker, potentiated with lithium; CHO-M1 cells, IP1 TR-FRET (IP-One), carbachol + lithium; Potency, µM (highest dose often 59.4 µM), without a hit: at the highest dose activity, negative = IMPase inhibition, most hits filed as inhibitors; 210,000 compounds, 0.35% hits; AID 1457;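 also: IP1 builds up when IMPase is blocked and the TR-FRET signal falls; plate controls were basal vehicle for no effect and high inhibitor control for full effect; nearly all actives have a fitted effect of over 50% in size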
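CHO cells stably expressing M1 receptor (2000/well, cultured 16–30 h) treated 30 min at 37C with compound plus low lithium. Cytosolic IP1 by TR-FRET (665/620 ratio and 620 channel) after 10 min lysis; AC50 by Hill fit.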
Epigenetic reg: derepresses silenced GFP reporter in murine cells; Potency, µM (top dose mostly 53.9 µM), for the others: top-dose GFP activation, most hits filed as activators; murine LDR cells, GFP reporter derepression, 30 h; 280,000 compounds, 0.2% hits; AID 1865; also: % of control where 0% means no effect; nearly all actives have a fitted effect of over 60% in size
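In this reporter-derepression format, murine cells bearing a silenced integrated CMV-GFP locus incubate with test compound (30 h, 37 C), then are washed and imaged; fluorescent objects of 20–120 um count as induced cells.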
RGS12 GoLoco inh: blocks human Gai1 binding to RGS12 GoLoco peptide, red readout; P63096; Gai1:RGS12 GoLoco peptide FP, rhodamine, 10 min; Potency, µM (series often up to 61.6 µM), for inactives: at the top dose activity, negative = inhibition, most hits filed as inhibitors; 230,000 compounds, 0.44% hits; AID 880; active = well fitted inhibition curve with a large enough effect, not every such curve was filed as active; inactive = no such curve, though single readings can be large or run the other way; also: % is scaled to controls: 0 for no effect and ±100 for the full control effect; nearly all actives have a fitted effect of over 30% in size; many of its hits are not listed in these tables
Target sequence (P63096 whole entry, looked up): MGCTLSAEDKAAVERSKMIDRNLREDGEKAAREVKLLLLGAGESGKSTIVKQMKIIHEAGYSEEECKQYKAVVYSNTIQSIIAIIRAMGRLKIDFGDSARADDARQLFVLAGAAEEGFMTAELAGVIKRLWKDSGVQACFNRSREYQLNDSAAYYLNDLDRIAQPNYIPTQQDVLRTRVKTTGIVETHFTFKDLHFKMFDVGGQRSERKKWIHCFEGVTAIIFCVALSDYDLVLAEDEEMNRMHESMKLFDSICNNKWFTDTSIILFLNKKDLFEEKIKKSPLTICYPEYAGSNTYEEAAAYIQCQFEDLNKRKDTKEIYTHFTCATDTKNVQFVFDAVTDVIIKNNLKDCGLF
NPSR antag: neuropeptide S receptor (human) antagonism, cAMP; Q6W5P4; CHO-NPSR cells, cAMP TR-FRET, antagonist mode; Potency, µM (doses to about 38.3 µM), for inactives: at the top dose activity change, negative = inhibition, most hits filed as inhibitors; 220,000 compounds, 1% hits; also: % is scaled to controls: 0 for no effect and ±100 for the full control effect; nearly all actives have a fitted effect of over 50% in size; many of its hits are not listed in these tables
Target sequence (Q6W5P4 whole entry, looked up): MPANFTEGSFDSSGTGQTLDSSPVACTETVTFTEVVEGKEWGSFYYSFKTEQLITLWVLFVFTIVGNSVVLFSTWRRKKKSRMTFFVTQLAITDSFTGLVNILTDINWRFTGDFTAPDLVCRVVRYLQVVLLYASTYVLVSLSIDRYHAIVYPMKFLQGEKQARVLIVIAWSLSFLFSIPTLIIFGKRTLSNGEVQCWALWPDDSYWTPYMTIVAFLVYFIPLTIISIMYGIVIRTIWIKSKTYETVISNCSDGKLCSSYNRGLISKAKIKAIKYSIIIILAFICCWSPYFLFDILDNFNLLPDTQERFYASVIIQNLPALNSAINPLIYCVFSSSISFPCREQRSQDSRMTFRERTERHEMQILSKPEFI
KDM4E inh: inhibitors of human JMJD2E histone demethylase; B2RXH2; JMJD2E catalytic domain, FDH-coupled NADH fluorescence (FDH is formaldehyde dehydrogenase); Potency, µM (doses to about 57.1 µM), without a hit: at the top dose activity change, negative = inhibition, actives largely listed as inhibitors; 230,000 compounds, 1.6% hits; active = well fitted inhibition curve with a large enough effect, not every such curve was filed as active; inconclusive = small, poorly fitted or top-dose-only effect, or another doubt; inactive = no such curve, though single readings can be large or run the other way;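 also: 0% = wells with enzyme and -100% = buffer wells without enzyme; nearly all actives have a fitted effect of over 50% in size; many of its hits are not listed in these tables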
Target sequence (B2RXH2 1-337 limits assumed): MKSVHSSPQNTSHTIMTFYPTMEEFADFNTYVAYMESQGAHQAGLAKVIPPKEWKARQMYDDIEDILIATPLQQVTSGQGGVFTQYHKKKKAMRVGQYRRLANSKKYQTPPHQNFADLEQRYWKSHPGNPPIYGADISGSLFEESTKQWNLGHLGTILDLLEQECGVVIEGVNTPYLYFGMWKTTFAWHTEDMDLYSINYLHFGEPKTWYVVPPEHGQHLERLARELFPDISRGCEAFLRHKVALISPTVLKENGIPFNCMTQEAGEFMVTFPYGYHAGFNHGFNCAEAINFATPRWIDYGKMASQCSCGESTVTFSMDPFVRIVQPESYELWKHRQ
RECQ1 inh: inhibitors of human RECQ1 DNA helicase. P46063. RECQ1 DNA unwinding, red fluorescence kinetic read. Potency, µM (series often up to 57.3 µM), for inactives: top-dose activity, negative = inhibition, usual class: inhibitors. 240,000 compounds, 0.54% hits;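 also: plate controls were vehicle for no effect and no enzyme for full effect; nearly all actives have a fitted effect of over 30% in size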
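RECQ1T1 50 nM; forked duplex (20 bp + 30-nt ss tails) 200 nM, ATP 2 mM final; pH 8.0, 2 mM MgCl2, 2.5 ug/ml poly(dI-dC); 15 min compound preincubation; discontinuous kinetic read over 2 h at RT.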
* = called active by the depositor; i = inactive; ? = inconclusive; . = not tested or not shown; [ ] = another dose, or the depositor's remark. Unless noted, calls follow the shape of the dose curve; as a rule, active = well fitted curve in the direction sought with a large enough effect; inconclusive = small, poorly fitted or top-dose-only effect, or another doubt; inactive = no such curve, though single readings can be large; an effect the other way counts as inactive or inconclusive. Potency is read from the fitted curve at half-maximal effect. This is a subset. The share of hits here may be higher or lower than overall.

1. C=CCn1c(COc2ccccc2)nnc1SCC(=O)Nc1ccc2c(c1)OCCO2
2. Cc1cccc(C)c1OCC(=O)N/N=C/c1ccc2c(c1)OCO2
3. Cc1[nH]n2cnnc2c(=O)c1Br
4. COC(=O)c1c(-c2ccncc2)csc1NC(=O)c1ccoc1C
5. O=C(NCc1cccs1)C1CCCN1C(=O)Nc1ccc(F)cc1 (stereo unspecified)
6. C=CCN1C(c2ccc(Br)cc2)=CS/C1=C(/C#N)c1nnc(N2CCOCC2)n1-c1ccccc1
7. CC1CCN(CCCNC(=O)c2ccc3c(=O)n(Cc4ccc(Cl)cc4)c(=S)[nH]c3c2)CC1
8. [O-][n+]1ccccc1SC/C=C/c1ccccc1
9. CN(C)c1nc(Oc2ccc(=O)n(-c3ccccc3)n2)nc(N2CCOCC2)n1
10. COc1ccc(C)cc1NC(=O)c1cnc2sccn2c1=O

assay / entry,1,2,3,4,5,6,7,8,9,10
SMN2 splice enh,-2%,3%,.,11µM*,.,-20%,2%,20%,-3%,9%
KinaseGlo FLuc,-8%,-3%,.,2%,.,-1%,-1%,-9%,11%,3%
IMPase Li cell,3%[38.3 µM],1%[38.3 µM],.,36%[activator][38.3 µM],.,2%,1%,5%,-17%[38.3 µM],?
Epigenetic reg,-0.4%,1.1%,3.1%,-1.7%,-1.1%,-3.0%,12%,2.2%,0.6%,1.3%
RGS12 GoLoco inh,13%,2%,-3%,8%,3%,4%,5%,10%,-2%,18%
NPSR antag,-17%[46.1 µM],-7%[46.1 µM],13%,-21%[46.1 µM],31%,-34%,?,0%,-19%[7.67 µM],-3%[46.1 µM]
KDM4E inh,4%,-8%,-7%,-5%,2%,?,?,1%,-1%,-3%
RECQ1 inh,-4%,-2%,i,2%,6%,-5%,-22%,0%,-5%,-3%

11. NS(=O)(=O)c1ccc(NCc2nc3ccccc3[nH]2)cc1
12. Cc1ccc(SCCNS(=O)(=O)c2ccc(F)cc2)cc1
13. Cc1ccc(-n2cc(CNC(C)Cn3cncn3)c(-c3ccc(F)cc3)n2)cc1 (stereo unspecified)
14. N/C(=N\OS(=O)(=O)c1ccc(Cl)cc1)c1cccnc1
15. CCCS(=O)(=O)n1nc(-c2ccc(Br)cc2)cc1N
16. Clc1cccc(Cl)c1-c1noc(CN2CCOCC2)n1
17. Cc1ccc(C)c(Oc2nnnn2-c2ccccc2)c1
18. O=c1oc2ccccc2c(Nc2ccc(F)cc2)c1[N+](=O)[O-]
19. CC1(c2cnc(Nc3ccccc3)s2)CCC(=O)O1 (stereo unspecified)
20. Cc1ccc(N2CCN(/N=C/C(Cl)=C/c3ccccc3)CC2)cc1

assay / entry,11,12,13,14,15,16,17,18,19,20
SMN2 splice enh,-4%[9.22 µM],-18%,-7%,17%,-10%,.,3%,-20%,-15%,5%
KinaseGlo FLuc,1%[7.66 µM],2%,0%,0%,-2%,.,-2%,5%,-3%,-2%
IMPase Li cell,-4%,15%[38.3 µM],3%,-8%,14%,.,28%[38.3 µM],-4%,-8%[38.3 µM],7%
Epigenetic reg,.,1.3%,2.0%,-0.9%,-1.0%,0.4%,-1.0%,-0.5%,-0.7%,-1.5%
RGS12 GoLoco inh,5%[14.2 µM],14%,-12%,-11%,-6%,2%,10%,-1%,6%,6%
NPSR antag,.,-13%[46.1 µM],-14%,14%,22%,-14%,-15%[46.1 µM],-4%,-7%[46.1 µM],3%
KDM4E inh,.,-1%,-7%,7%,2%,13%,4%,1%,0%,3%
RECQ1 inh,.,-23%,i,i,-3%,i,6%,-8%,-4%,i

3 compounds from above, ordered by their value in RECQ1 inh, smallest number first.
no. | SMILES | RECQ1 inh
12 | Cc1ccc(SCCNS(=O)(=O)c2ccc(F)cc2)cc1 | -23%
18 | O=c1oc2ccccc2c(Nc2ccc(F)cc2)c1[N+](=O)[O-] | -8%
15 | CCCS(=O)(=O)n1nc(-c2ccc(Br)cc2)cc1N | -3%

New compounds follow
21. CNc1ncnc2ccc(-c3ccccc3OC)cc12
22. Cc1nc2n(n1)C(c1ccccc1)C1=C(CC(c3ccco3)CC1=O)N2 (stereo unspecified)
23. O=C(NC(=S)Nc1cccc2[nH]ncc12)c1ccccc1
24. CC(Sc1nnc(CNc2cccc3ccccc23)n1-c1ccccc1)C(=O)N/N=C/c1ccco1 (stereo unspecified)
25. N=C(c1cccc([N+](=O)[O-])c1)N1CCCCCC1
26. Clc1ccc(-c2cnn3c(-c4ccncc4)ccnc23)cc1
27. Nc1cc(C(F)(F)F)cc2c1SCC(=O)N2
28. CCn1c(CSc2nnc3ccccn23)nc2cc(C(=O)O)ccc21
29. COC(=O)Nc1ccc(S(=O)(=O)N2CCCC(C(=O)Nc3cccnc3)C2)cc1 (stereo unspecified)
30. COc1ccc(/C=C/CN2CCCC(CCC(=O)NCc3ccc(F)c(F)c3)C2)cc1 (stereo unspecified)

assay / entry,21,22,23,24,25,26,27,28,29,30
SMN2 splice enh,16%,9%,?,5%,.,3.2µM*,2%,7%,12%,.
KinaseGlo FLuc,-5%,-1%,-4%,5%,2%,-2%,0%,-3%,-4%,3%
IMPase Li cell,8%,0%,5%,7%[38.3 µM],3%,4%,-7%,4%[38.3 µM],12%[38.3 µM],35%[activator]
Epigenetic reg,-0.5%,1.7%,-1.2%,-1.1%,0.8%,2.5%,-0.9%,-1.7%,10%,0.0%
RGS12 GoLoco inh,-4%,-19%,14%,4%,6%,3%,14%,4.5µM*,0%,25%
NPSR antag,.,-5%[46.1 µM],?,-17%[46.1 µM],-14%,0%,12%,-5%[46.1 µM],-11%[46.1 µM],11%
KDM4E inh,?,-1%,-1%,-6%,7%,-1%,-2%,-3%,-1%,-25%
RECQ1 inh,-9%,-2%,i,-8%,2%,i,-3%,10µM*,-3%,i

Entries of single compounds, looked up by structure:
Record of `Cc1ccc(-n2cc(CNC(C)Cn3cncn3)c(-c3ccc(F)cc3)n2)cc1` (stereo unspecified) : SMN2 splice enh: -7%; KinaseGlo FLuc: 0%; IMPase Li cell: 3%; Epigenetic reg: 2.0%; RGS12 GoLoco inh: -12%; NPSR antag: -14%; KDM4E inh: -7%; RECQ1 inh: i
Record of `CCn1c(CSc2nnc3ccccn23)nc2cc(C(=O)O)ccc21` : SMN2 splice enh: 7%; KinaseGlo FLuc: -3%; IMPase Li cell: 4%[38.3 µM]; Epigenetic reg: -1.7%; RGS12 GoLoco inh: 4.5µM*; NPSR antag: -5%[46.1 µM]; KDM4E inh: -3%; RECQ1 inh: 10µM*

More structures
31. O=c1ccc(-c2ccccc2)no1
32. CC/C(=C\C(=O)c1ccncc1)Nc1ccc(O)cc1
33. c1ccc(C[n+]2cccc(-c3cc4ccccc4[nH]3)c2)cc1
34. O=C(NCCN1CCOCC1)c1ccc(Cl)c(S(=O)(=O)N2CCCCCC2)c1
35. c1ccc(-c2cnn3c(-c4ccccc4)c(-c4ccccc4)nc3n2)cc1
36. Cc1ccc(O)c(N=Cc2ccc(C)s2)c1
37. COc1ccc(Nc2nc(CN3CCOCC3)nc3sc4c(c23)CCC(C)C4)cc1OC (stereo unspecified)
38. COc1ccc(/C=C2\SC(N3CCc4ccccc4C3)=NC2=O)cc1OC
39. CC(C)(C)n1nnnc1C(c1ccc2ncccc2c1)N1CCC(O)CC1 (stereo unspecified)
40. O=C(c1ccccc1)C(CCC(CN1CCOCC1)C(=O)c1ccccc1)CN1CCOCC1 (stereo unspecified)

assay / entry,31,32,33,34,35,36,37,38,39,40
SMN2 splice enh,.,-18%,-13%[9.22 µM],-38%[inhibitor],-32%[inhibitor],11%,0%,-7%,-2%,.
KinaseGlo FLuc,.,-3%,-3%[7.66 µM],-2%,-1%,0%,-7%,1%,2%,-3%
IMPase Li cell,.,12%[38.3 µM],1%,-5%[38.3 µM],2%,-2%,0%,18%,-2%,14%[38.3 µM]
Epigenetic reg,-0.3%,0.5%,.,-5.0%,2.8µM*,2.2%,0.9%,-3.2%,-0.1%,0.0%
RGS12 GoLoco inh,-2%,-13%,6%[14.2 µM],-16%,-6%,-6%,3%,0%,7%,8%
NPSR antag,0%[7.67 µM],-11%[46.1 µM],.,-16%[46.1 µM],-45%,9%,-6%,19%,4%,-19%[46.1 µM]
KDM4E inh,0%,-6%,.,-1%,4%,?,7%,-1%,-5%,-5%
RECQ1 inh,-2%,-6%,.,-2%,4%,2%,i,-5%,-13%,-9%

41. Cc1cc(C)cc(-n2nnc(C(=O)NCc3ccccc3)c2N)c1
42. O=c1c2cc(NC(=S)N3CCC(N4CCCCC4)CC3)ccc2nc2n1CCCCC2
43. c1ccc(-c2nccc(-c3ccc4c(c3)OCO4)n2)cc1
44. CCn1nc2cc(C(=O)NCc3cc(C(F)(F)F)cc(C(F)(F)F)c3)ccc2c1OC
45. Cc1ccc(NC(=O)C2CCN(C(=O)NC3CCCCC3)CC2)c(C)c1
46. Cc1cc(-c2ccccc2C(=O)Nc2ccccc2O)on1
47. CCOc1cc(N2CCOCC2)c(OCC)cc1NC(=O)c1cc(C)cc(C)c1
48. CCn1c(CNc2ccc(F)cc2)nnc1SCC(=O)N1CCCc2ccccc21

assay / entry,41,42,43,44,45,46,47,48
SMN2 splice enh,-13%,13%,?,3%,15%,.,-21%,-17%
KinaseGlo FLuc,2%,2%,-3%,1%,-6%,.,-4%,0%
IMPase Li cell,46%[38.3 µM],18%,10%,7%[38.3 µM],-1%,.,22%,3%[38.3 µM]
Epigenetic reg,-0.1%,-1.1%,0.3%,-1.2%,5.8%,0.1%,-4.0%,-0.7%
RGS12 GoLoco inh,-1%,15%,3%,-8%,-4%,5%,-6%,-4%
NPSR antag,-26%[46.1 µM],16%,-10%,-9%[46.1 µM],12%[46.1 µM],-17%,-42%,-11%[46.1 µM]
KDM4E inh,-3%,?,?,-4%,5%,4%,-8%,-5%
RECQ1 inh,5%,-13%,-10%,12%,3%,-7%,0%,i
